# EPAC1 antag: blocks human EPAC1 exchange factor; O95398; EPAC1 GEF assay, Rap1b-BODIPY-GDP exchange fluorescence; Potency, µM (highest dose often 115 µM), for the others: at the top dose activity change, negative = inhibition, most hits filed as inhibitors; 0.14% of 360,000 active; AID 720709;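 also: potency is read from the fitted curve at half-maximal effect; plate controls were vehicle for no effect and positive control for full effect; nearly all actives have a fitted effect of over 50% in size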
# EPAC2 ag: agonists of human EPAC2 (RAPGEF4); Q8WZA2; EPAC2 activation, biochemical qHTS; response scale: 100% = 6.5 mM cAMP response; Potency, µM (top dose mostly 154 µM), for inactives: at the top dose activation, most hits filed as activators; 0.079% of 360,000 active; AID 720711; also: potency is read from the fitted curve at half-maximal effect; nearly all actives have a fitted effect of over 50% in size
#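 EPAC2 (100 nM) mixed with Rap1B loaded with BODIPY-GDP (250 nM) plus 50 uM unlabeled GDP; compounds pinned in, 5 min RT, then read every 5 min for 30 min (ex 480, em 540 nm). Normalized to cAMP control.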
# PLK1 PBD inh: PLK1 (human) polo-box domain binding inhibition | 2.8% of 360,000 active | AID 720504 | Plk1 PBD binding of FITC phosphopeptide, fluorescence polarization | Potency, µM, without a hit: max response, negative = inhibition, usual class: inhibitors | P53350; also: potency is read from the fitted curve at half-maximal effect; series mostly up to about 57 µM; % is scaled to controls: 0 for no effect and ±100 for the full control effect; nearly all actives have a fitted effect of over 65% in size
# Target sequence (P53350 whole entry, looked up, the tested form may be a part): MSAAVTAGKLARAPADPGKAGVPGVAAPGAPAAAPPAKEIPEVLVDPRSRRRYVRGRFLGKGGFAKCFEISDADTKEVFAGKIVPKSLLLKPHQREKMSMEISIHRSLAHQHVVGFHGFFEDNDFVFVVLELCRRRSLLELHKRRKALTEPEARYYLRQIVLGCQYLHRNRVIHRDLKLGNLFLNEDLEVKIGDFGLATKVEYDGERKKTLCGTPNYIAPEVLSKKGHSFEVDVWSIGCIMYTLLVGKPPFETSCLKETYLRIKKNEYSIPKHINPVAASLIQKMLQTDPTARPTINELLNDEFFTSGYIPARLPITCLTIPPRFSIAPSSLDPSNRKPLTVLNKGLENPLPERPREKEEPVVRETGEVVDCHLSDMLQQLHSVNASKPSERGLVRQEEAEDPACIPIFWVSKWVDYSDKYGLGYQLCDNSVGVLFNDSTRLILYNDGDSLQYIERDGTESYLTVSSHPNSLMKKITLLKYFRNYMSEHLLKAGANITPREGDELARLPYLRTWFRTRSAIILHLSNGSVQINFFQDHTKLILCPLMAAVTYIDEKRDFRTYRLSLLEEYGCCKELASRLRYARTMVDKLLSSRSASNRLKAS
# PI5P4K alpha inh: blocks human PI5P4K alpha kinase activity; PI5P4Kalpha enzyme, ADP-Glo luminescence, 60 min; active compounds read low; 1.2% of 330,000 active; AID 652105; max response, %; P48426; active = max response of -50% or lower; inconclusive = between -30% and -50%; inactive = -30% or higher; also: value at the top dose of about 77 µM; % is scaled to controls: 0 for no effect and ±100 for the full control effect
# Target sequence (P48426 whole entry, looked up): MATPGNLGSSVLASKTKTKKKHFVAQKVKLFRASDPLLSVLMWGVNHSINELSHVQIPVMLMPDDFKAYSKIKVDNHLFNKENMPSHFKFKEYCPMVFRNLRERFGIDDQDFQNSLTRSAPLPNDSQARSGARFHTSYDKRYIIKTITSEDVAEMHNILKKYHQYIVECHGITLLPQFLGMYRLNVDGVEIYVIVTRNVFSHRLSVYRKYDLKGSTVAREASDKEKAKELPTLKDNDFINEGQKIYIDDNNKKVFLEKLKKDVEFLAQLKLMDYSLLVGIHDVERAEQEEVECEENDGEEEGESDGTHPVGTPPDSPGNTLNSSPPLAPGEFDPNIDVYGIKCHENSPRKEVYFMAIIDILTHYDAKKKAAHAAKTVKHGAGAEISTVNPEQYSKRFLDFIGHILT
#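 ADP-Glo luminescence end-point read after a 60 min room-temperature kinase reaction of PI5P4Kalpha plus substrate, initiated with ATP at 5 microM final. Buffer: 0.038 M HEPES pH 7.4, EGTA, 0.1% CHAPS, 5% DMSO.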
# WRN helicase inh: inhibitors of human WRN helicase; Q14191; AID 651768; Potency, µM (highest dose often 114 µM), inactives show at the top dose activity change, negative = inhibition, actives largely listed as inhibitors; 0.46% of 360,000 active; WRN helicase unwinding, fluorescent forked duplex, kinetic; also: potency is read from the fitted curve at half-maximal effect; % is scaled to controls: 0 for no effect and ±100 for the full control effect; nearly all actives have a fitted effect of over 55% in size
#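 Fluorescence dequenching readout, ex 525 nm/em 598 nm, kinetic mode: forked duplex DNA (100 nM final) with adjacent fluorophore and quencher unwound by WRN (20 nM final) with 2 mM ATP. Compound preincubation 15 min, room temperature.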
# CCT modulator: changes cytosolic chaperonin activity. purified chaperonin ATPase assay, HTRF ADP detection, 30 min. activity change, % (no concentration beside the values), hits read low. 0.3% of 360,000 active; in the data active = activity change below about -30%; also: % is scaled to controls: 0 for no effect and ±100 for the full control effect
#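 TRiC at 40 or 20 nM final (batch-dependent) in 30 mM Tris pH 7.4, 100 mM KCl, 5 mM MgCl2, 1 mM DTT, with compound at single 76 uM and 10 uM ATP, 30 min at 37 deg C. ADP detected by HTRF Transcreener, 665/615 ratio.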
# IL-2 act: IL-2 activation; AID 652025; activation, % (series mostly up to about 46 µM); IL-2 activation reporter assay, cell-based qHTS; stimulated with anti-CD3/CD4/CD28 beads; in transgenic mouse T cells; 0.065% of 360,000 active; in the data active = activation above about 50%; inconclusive = mostly about 30% to 49%; also: 0% is about no effect
#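 Using fluorescent plate cytometry, EGFP and DsRed are detected in transgenic mouse T cells stimulated 18 h at 37 degrees C with antibody-coated beads after 60 min compound pretreatment.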
# EPAC1 ag: activates human EPAC1 exchange factor. O95398. EPAC1 agonist qHTS, biochemical assay; response scale: 100% = response to 6.5 mM cAMP. Potency, µM (series often up to 154 µM), for inactives: at the highest dose activation, hits mostly activators. 0.073% of 360,000 active. AID 720707; also: potency is read from the fitted curve at half-maximal effect; nearly all actives have a fitted effect of over 60% in size
#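 Nucleotide exchange by EPAC1 (100 nM) on Rap1B–BODIPY-GDP (250 nM) in the presence of 50 uM GDP is tracked fluorescently at 480/540 nm over 30 min. Signals are normalized to a 6.5 mM cAMP control.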
# * hit, by the source's call; ? = inconclusive; . = not tested or not shown; [ ] = dose if it differs, or a comment. Unless noted, calls follow the shape of the dose curve; as a rule, active = well fitted curve in the direction sought with a large enough effect; inconclusive = small, poorly fitted or top-dose-only effect, or another doubt; inactive = no such curve, though single readings can be large; an effect the other way counts as inactive or inconclusive. An excerpt (hit frequency here may not be typical).
SMILES,EPAC1 antag,EPAC2 ag,PLK1 PBD inh,PI5P4K alpha inh,WRN helicase inh,CCT modulator,IL-2 act,EPAC1 ag
Cn1c(SCC(=O)N2CCCC2=O)nc2ccccc21,-4%,-3%,-10%,3,-2%,-0.8,-1.8,-3%
Cc1cccc(Nc2nc(N)nc(CN3CCN(C)CC3)n2)c1,-5%,2%,-3%,.,2%,0.1,-1.4,1%
c1coc(-c2nnc(-c3cccs3)o2)c1,-17%,8%,-3%,-1,0%,-1.7,-1.6,0%
CCn1nccc1C(=O)Nc1nc2ccccc2n1CCN1CCCCC1,5%,8%,-9%,-4,-1%,-5.2,-3.6,7%
CC(C)NC(=O)c1ccc(CNC(=O)OCC(F)(F)F)cc1,9%,-19%,-2%,-1,7%,-0.8,1.6,-1%
CCCc1c(C)nc2c(OC)cccc2c1SCC(=O)O,6%,6%,3%,-7,-1%,-2.4,4.4,-6%
CCOC(=O)c1sc(NC(=O)CC2OC(=O)c3ccccc32)nc1C (configuration not stated),7%,-10%,1%,21,-4%,2.5,-2.7,7%
O=C(c1cc(=O)c2ccccc2o1)N1CCN(c2cccc(Cl)c2)CC1,-11%,8%,-5%,-7,0%,1.4,0.1,5%
FC(F)(F)c1nc(-c2cccnc2)ncc1-c1nnnn1-c1ccccc1,-22%,8%,-13%,11,-1%,-3.6,-3.0,7%
CC(=O)c1ccc(OCc2cc(C(=O)N(C)CCN3CCOCC3)no2)cc1,26%,3%,-7%,4,4%,1.8,-3.5,-1%
COc1cccc(C(=O)Nc2ccc3nc(N4CCOCC4)cc(C)c3c2)c1,-10%,11%,-3%,0,-15%,0.1,-3.0,6%
CC(C)C12CCC(C(=O)O)C(C1)C(=O)O2 (configuration not stated),-3%,-1%,-8%,1,3%,-3.2,1.7,0%
COc1ccccc1C1NC(c2ccccc2OC)C(C)C(=O)C1C (configuration not stated),-4%,15%,-7%,.,-2%,-1.2,-1.9,8%
CN(CC(=O)Nc1ccc(Cl)cc1)c1ccc(S(=O)(=O)N2CCCCC2)cc1[N+](=O)[O-],-10%,-2%,-4%,-4,-3%,-0.3,-2.4,-3%
Cc1cc(C)c(NC(=O)C(C)Sc2nc3ccc(N4C(=O)c5ccccc5C4=O)cc3s2)c(C)c1 (configuration not stated),7%,-6%,-9%,.,-2%,-0.8,-2.9,7%
CCOc1ncccc1C(=O)Nc1cccc(-n2cnnn2)c1C,10%,4%,-4%,1,-3%,0.6,0.3,-4%
Cc1nnc(SCc2ccc(F)cc2)s1,12%,4%,-2%,-2,12%,-1.5,-2.7,-6%
CCOC(=O)C1(Cc2ccccc2)CCCN(C(=O)C=C(C)C)C1 (configuration not stated),1%,-6%,-1%,1,6%,0.4,-3.2,-1%
O=C(O)CSCC(=O)Nc1cccc(C(F)(F)F)c1,2%,-17%,-1%,.,-1%,-1.6,0.1,0%
CC(C)(C)c1nnc2cccc(Cl)n12,0%,1%,-10%,1,0%,-0.5,0.4,-7%
Cc1cccc(NC(=O)c2cc(NC(=O)C3CCCCC3C(=O)O)ccc2N2CCOCC2)c1 (configuration not stated),5%,0%,-3%,-20,-23%,-3.0,-0.9,-4%
COc1ccc(OC)c(NC(=O)Cc2c(C(=O)O)n(C)c3ccccc23)c1,-14%,-1%,-3%,-3,-13%,-0.9,2.3,-7%
Cn1nnc2cc(NC(=O)NCc3ccc4c(c3)OCO4)ccc21,-5%,2%,-7%,.,-8%,-1.3,0.9,0%
CCN(CC)C(=O)CSc1ccc(C(F)(F)F)cc1[N+](=O)[O-],-19%,4%,-7%,-3,-14%,0.7,-0.3,-14%
CC(=O)c1ccccc1OCCCCN1CCCCC1,12%,15%,-3%,0,6%,-3.3,0.0,20%

# A run of entries from the list above:
SMILES,EPAC1 antag,EPAC2 ag,PLK1 PBD inh,PI5P4K alpha inh,WRN helicase inh,CCT modulator,IL-2 act,EPAC1 ag
Cc1cccc(Nc2nc(N)nc(CN3CCN(C)CC3)n2)c1,-5%,2%,-3%,.,2%,0.1,-1.4,1%
c1coc(-c2nnc(-c3cccs3)o2)c1,-17%,8%,-3%,-1,0%,-1.7,-1.6,0%
CCn1nccc1C(=O)Nc1nc2ccccc2n1CCN1CCCCC1,5%,8%,-9%,-4,-1%,-5.2,-3.6,7%
CC(C)NC(=O)c1ccc(CNC(=O)OCC(F)(F)F)cc1,9%,-19%,-2%,-1,7%,-0.8,1.6,-1%
CCCc1c(C)nc2c(OC)cccc2c1SCC(=O)O,6%,6%,3%,-7,-1%,-2.4,4.4,-6%
CCOC(=O)c1sc(NC(=O)CC2OC(=O)c3ccccc32)nc1C (configuration not stated),7%,-10%,1%,21,-4%,2.5,-2.7,7%
O=C(c1cc(=O)c2ccccc2o1)N1CCN(c2cccc(Cl)c2)CC1,-11%,8%,-5%,-7,0%,1.4,0.1,5%
FC(F)(F)c1nc(-c2cccnc2)ncc1-c1nnnn1-c1ccccc1,-22%,8%,-13%,11,-1%,-3.6,-3.0,7%
CC(=O)c1ccc(OCc2cc(C(=O)N(C)CCN3CCOCC3)no2)cc1,26%,3%,-7%,4,4%,1.8,-3.5,-1%
COc1cccc(C(=O)Nc2ccc3nc(N4CCOCC4)cc(C)c3c2)c1,-10%,11%,-3%,0,-15%,0.1,-3.0,6%
CC(C)C12CCC(C(=O)O)C(C1)C(=O)O2 (configuration not stated),-3%,-1%,-8%,1,3%,-3.2,1.7,0%
COc1ccccc1C1NC(c2ccccc2OC)C(C)C(=O)C1C (configuration not stated),-4%,15%,-7%,.,-2%,-1.2,-1.9,8%
CN(CC(=O)Nc1ccc(Cl)cc1)c1ccc(S(=O)(=O)N2CCCCC2)cc1[N+](=O)[O-],-10%,-2%,-4%,-4,-3%,-0.3,-2.4,-3%
Cc1cc(C)c(NC(=O)C(C)Sc2nc3ccc(N4C(=O)c5ccccc5C4=O)cc3s2)c(C)c1 (configuration not stated),7%,-6%,-9%,.,-2%,-0.8,-2.9,7%
CCOc1ncccc1C(=O)Nc1cccc(-n2cnnn2)c1C,10%,4%,-4%,1,-3%,0.6,0.3,-4%
Cc1nnc(SCc2ccc(F)cc2)s1,12%,4%,-2%,-2,12%,-1.5,-2.7,-6%

# Later entries.
SMILES,EPAC1 antag,EPAC2 ag,PLK1 PBD inh,PI5P4K alpha inh,WRN helicase inh,CCT modulator,IL-2 act,EPAC1 ag
CCN(CC)S(=O)(=O)c1ccc(NC(=S)NC(=O)CC(C)C)cc1,-5%,17%,0%,-3,-11%,-0.8,-2.2,-11%
NS(=O)(=O)c1ccc(Cc2ncc(C(F)(F)F)cc2Cl)s1,-22%,11%,1%,8,-10%,-0.3,0.0,-4%
Cn1cccc1/C=C1\SC(=S)N(CC(=O)O)C1=O,-3%,23%,30%[activator],4,-2%,-1.8,0.5,12%
Cc1cc(=O)[nH]c2c1c(C)nn2C(C)(C)C,5%,1%,-3%,-8,8%,0.2,0.0,6%
O=C(O)c1cc(=O)n(Cc2ccccc2)c(=O)[nH]1,6%,8%,0%,?,13%,-2.3,-4.4,0%
O=C(COc1cccc2cccnc12)NCc1cccs1,-12%,-2%,-10%,?,-4%,-0.5,-1.1,-6%
CC(=O)C1(O)CCC2C3CC(C)C4=CC(=O)C=CC4(C)C3(F)C(O)CC21C (configuration not stated),-2%,-4%,4%,-1,10%,-4.1,-7.0,-8%
CCOC(=O)c1c(S(=O)(=O)N2CCCC2)c(C)n(C)c1C,7%,1%,-6%,-3,3%[57.1 µM],0.9,-1.7,10%
COc1cccc2cc(/C(=N/O)c3ccc(Br)cc3)oc12,-9%,12%,-8%,4,2%,-0.7,-1.1,7%
Cc1ccc(NC(=O)COC(=O)c2ccc3c(c2)OCCO3)cc1S(=O)(=O)N1CCOCC1,16%,15%,-16%,0,-5%,2.2,-4.5,11%
CN(c1ccccc1)c1nc(N)c([N+](=O)[O-])c(Nc2ccccc2F)n1,-6%,0%,-3%,21,-9%,-3.9,-1.9,2%
COc1cc(Br)c(CN2CCCN(C)CC2)cc1OC,-6%,6%,-8%,-1,-1%,-4.3,0.5,9%
CC(C)NS(=O)(=O)c1ccc(NC(=O)C(C)OC(=O)C2CCC2)cc1 (configuration not stated),-25%,2%,3%,2,1%,1.4,-0.3,5%
COc1cc(CC(=O)OCC(=O)NC(C)c2ccccc2)cc(OC)c1OC (configuration not stated),-2%,2%,-6%,4,-1%,-0.2,0.7,9%
C/C(=N\NC(N)=O)c1ccccc1Cl,-10%,8%,-6%,-3,-1%,4.8,-2.4,4%
COC(=O)c1cc2c(C)nn(-c3ccccc3)c2s1,-2%,-14%,-8%,14,-32%[57.1 µM],-12,0.0,-12%
COc1cc(-c2c(-c3cc(OC)c(OC)c(OC)c3)noc2C)ccc1F,-11%,17%,3%,0,-1%,-1.4,-0.6,9%
COc1ccc(OC)c(NC(=O)C2(C)CCN2CCc2ccccc2)c1 (configuration not stated),-15%,11%,-6%,4,-10%,-2.8,-0.7,2%
COc1cc(Cn2c3ccc(NC(=O)CC(C)c4ccccc4)cc3c(=O)n2C)ccc1F (configuration not stated),-15%,15%,-7%,2,-1%,-0.9,-0.8,-11%
COc1cccc(CSc2nc(N)cc(N)n2)c1,5%,8%,2%,0,10%,2.9,-0.7,-4%
Cc1cccc(N2CCN(CC(=O)Nc3nccs3)CC2)c1C,-2%,6%,-1%,1,-9%,2.1,-0.6,6%
CN(C)CCn1c(NCc2ccc3c(c2)OCO3)nc2ccccc21,-16%,6%,-13%,2,-13%,0.4,0.6,10%
O=[N+]([O-])c1ccccc1/C=C/c1ccc2ccccc2n1,1%,10%,27µM*,-2,-1%,-2.0,-0.6,9%
CC(C)[C@H](NC(=O)c1ccc(C(C)(C)C)cc1)C(=O)N1CCN(Cc2ccc3c(c2)OCO3)CC1,-15%,1%,-17%,-4,1%,-2.5,0.0,9%
O=C(CSc1ccccc1)N(c1ccc(Br)cc1)c1nccs1,1%,21%,-13%,2,-9%,-1.0,-0.2,10%
CC(=O)Nc1cccc(-c2cnc(N)c(C(=O)c3cccnc3)n2)c1,-8%,9%,-16%,-27,-6%,0.0,0.5,-7%

# Compound activity as filed in PubChem.
